ERa coact pot – enhances coactivator binding to human estrogen receptor alpha | 86,000 compounds, 1.3% hits | TR-FRET ERalpha-LBD/SRC-Cy5 coactivator binding, 2 h; 100 = basal binding, no effect | coactivator binding (% of control), % at 25.6 µM | P03372; in the data active means activity above about 200%;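 further: binding measured in presence of low estradiol as agonist stimulus; 0% = peptide alone without receptor and 100% = receptor with peptide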
sEH activator – increases human soluble epoxide hydrolase activity. P34913. purified human sEH enzymatic activity, activator screen. activation, % at 2 µM. 91,000 compounds, 0.04% hits; in the data active means activation above about 37%; further: values of inactives mirror those of a sister screen read the other way
HUVEC prolif 384 – inhibitors of human endothelial cell proliferation. HUVEC proliferation, CellTiter-Glo luminescence, 72 h; hits give low values. viability, % at 10 µM (by protocol). 86,000 compounds, 1.1% hits. AID 648;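 active means viability at or below 30%; inactive means viability above 30%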;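 further: 100% = median luminescence of DMSO-only cell control wells on each plate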
Calb biofilm kill – kills Candida albicans biofilms. C. albicans biofilm + clotrimazole, Alamar Blue. inhibition, % at 6 µM. 85,000 compounds, 0.14% hits. AID 834;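 active means inhibition above 20%; inactive means inhibition below 20%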;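 further: preformed 24 hr biofilms exposed to compound for 48 hr; 0% = biofilm without compound and 100% = blank killed by clotrimazole plus chlorhexidine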
ERb SRC1 inh – blocks coactivator binding to human estrogen receptor beta; Q92731; TR-FRET ER-beta LBD / SRC1-Cy5 peptide binding; receptor agonist-loaded with 1 µM estradiol; inhibition, % at 25.6 µM; 86,000 compounds, 1.3% hits;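 active means compounds whose percent inhibition of the receptor-coactivator binding signal exceeds about 50% in the single-dose screen, limit read from the data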;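 further: 0% = receptor plus peptide wells without compound and 100% = peptide-only wells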
Target sequence (Q92731 whole entry, looked up, the tested form may be a part): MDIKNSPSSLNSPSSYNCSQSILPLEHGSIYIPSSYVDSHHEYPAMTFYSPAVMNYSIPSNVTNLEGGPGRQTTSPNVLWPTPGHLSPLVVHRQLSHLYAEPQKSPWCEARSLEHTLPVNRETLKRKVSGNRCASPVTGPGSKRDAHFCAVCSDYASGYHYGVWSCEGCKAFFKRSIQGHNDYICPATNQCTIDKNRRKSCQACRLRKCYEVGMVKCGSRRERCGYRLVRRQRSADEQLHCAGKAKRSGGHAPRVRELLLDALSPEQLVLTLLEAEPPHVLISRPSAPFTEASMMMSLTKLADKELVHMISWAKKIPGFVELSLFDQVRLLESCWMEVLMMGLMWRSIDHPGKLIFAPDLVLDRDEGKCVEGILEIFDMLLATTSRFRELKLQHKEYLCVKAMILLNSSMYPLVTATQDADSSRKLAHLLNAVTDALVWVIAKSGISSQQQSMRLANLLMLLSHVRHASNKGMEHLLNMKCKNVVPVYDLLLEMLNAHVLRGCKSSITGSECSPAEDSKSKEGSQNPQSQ
Smad3 inh – blocks human Smad3 binding to FoxH1 peptide | P84022 | TR-FRET Smad3/Dy647-FoxH1 peptide binding, europium anti-His | inhibition, % at 25 µM | 88,000 compounds, 0.29% hits | AID 630;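 active means compounds that reduce the energy-transfer binding signal between the protein and its labelled peptide by more than half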;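 further: 0% = Smad3 plus labelled peptide maximal FRET and 100% = peptide-only background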
Target sequence (P84022 whole entry, looked up): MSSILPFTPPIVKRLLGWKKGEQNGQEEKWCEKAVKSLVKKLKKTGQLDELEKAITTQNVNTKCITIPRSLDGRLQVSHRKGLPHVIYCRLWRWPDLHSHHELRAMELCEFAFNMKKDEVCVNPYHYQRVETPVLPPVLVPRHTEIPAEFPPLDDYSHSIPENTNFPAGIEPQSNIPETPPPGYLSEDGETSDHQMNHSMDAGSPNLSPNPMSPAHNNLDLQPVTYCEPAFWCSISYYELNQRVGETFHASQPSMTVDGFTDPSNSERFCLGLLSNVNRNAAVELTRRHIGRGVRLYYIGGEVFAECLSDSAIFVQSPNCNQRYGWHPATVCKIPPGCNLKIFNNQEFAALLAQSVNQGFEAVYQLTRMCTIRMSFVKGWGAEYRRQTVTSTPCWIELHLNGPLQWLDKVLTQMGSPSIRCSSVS
H69AR growth 86K – growth inhibitors of human H69AR lung tumor cells | H69AR lung tumor viability, ATP luminescence, 72 h; hits give low values | viability, % at 10 µM | 85,000 compounds, 6% hits | AID 598;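 active means viability at or below 40%; inactive means viability above 40%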;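 further: multidrug resistant small cell line overexpressing MRP-1 efflux transporter; 100% = mean luminescence of untreated control wells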
Lung fibro prol – blocks proliferation of human lung fibroblasts; LL 47 human lung fibroblast viability, ATP luminescence; hits give low values; viability, % at 10 µM; 85,000 compounds, 1.1% hits; AID 719;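 active means viability at or below 50% in the single dose screen; inactive means viability above 50%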;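 further: compound exposure lasted 72 h before the ATP readout; 100% = median luminescence of untreated cell-only wells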
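Assay system: human lung fibroblast line LL 47, low passage. Input: 1,150 fibroblasts seeded per well. Times: overnight cell rest, 72 h compound treatment at 37 °C. Evaluation: % viability of median cell-only signal. Technique: luminescent ATP detection, CellTiter-Glo. Control set: cell-only wells, no compound.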
ERa SRC1 inh – ER-alpha (human) coactivator binding inhibition; 86,000 compounds, 1.7% hits; TR-FRET ER-alpha LBD / SRC-1 peptide, estradiol-bound; P03372; inhibition, % at 25.6 µM; in the data active means inhibition above about 50%;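 further: 0% = receptor plus peptide control and 100% = peptide only without receptor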
Numbers without * were called inactive; [ ] = another dose, or the depositor's remark. Some of the compounds tested; count on the stated rates, not on these rows.

Start of the listing, in advance, four compounds:
Screening CN(CC(=O)NCc1cccc(F)c1)C(=O)c1ccco1 returned ERa coact pot 128, sEH activator 1, HUVEC prolif 384 103, Calb biofilm kill 3, ERb SRC1 inh -18[fluorescence artefact?], Smad3 inh -8, H69AR growth 86K 107, Lung fibro prol 103 and ERa SRC1 inh 2[fluorescence artefact?].
CN(C)CCN(Cc1ccccc1)c1ccccn1 was read as ERa coact pot 100, HUVEC prolif 384 96, Calb biofilm kill 6, ERb SRC1 inh -5, Smad3 inh -9, H69AR growth 86K 91, Lung fibro prol 101 and ERa SRC1 inh -3.
For Cc1ccc(S/C=C\C(=O)c2ccccc2)cc1 the results were ERa coact pot 110, sEH activator 11, HUVEC prolif 384 29*, Calb biofilm kill 3, ERb SRC1 inh -5, Smad3 inh 4, H69AR growth 86K 1.2*, Lung fibro prol 70 and ERa SRC1 inh 6.
O=C(COc1nc2ccccc2nc1N1CCOCC1)N1CCc2ccccc21 was read as ERa coact pot 130, sEH activator -8, HUVEC prolif 384 76, Calb biofilm kill 12, ERb SRC1 inh 27[fluorescence artefact?], Smad3 inh 32[fluorescence artefact?], H69AR growth 86K 36*, Lung fibro prol 40* and ERa SRC1 inh 32[fluorescence artefact?].

This part in full, from the first entry:
Screening CN(CC(=O)NCc1cccc(F)c1)C(=O)c1ccco1 returned ERa coact pot 128, sEH activator 1, HUVEC prolif 384 103, Calb biofilm kill 3, ERb SRC1 inh -18[fluorescence artefact?], Smad3 inh -8, H69AR growth 86K 107, Lung fibro prol 103 and ERa SRC1 inh 2[fluorescence artefact?].
CN(C)CCN(Cc1ccccc1)c1ccccn1 was read as ERa coact pot 100, HUVEC prolif 384 96, Calb biofilm kill 6, ERb SRC1 inh -5, Smad3 inh -9, H69AR growth 86K 91, Lung fibro prol 101 and ERa SRC1 inh -3.
For Cc1ccc(S/C=C\C(=O)c2ccccc2)cc1 the results were ERa coact pot 110, sEH activator 11, HUVEC prolif 384 29*, Calb biofilm kill 3, ERb SRC1 inh -5, Smad3 inh 4, H69AR growth 86K 1.2*, Lung fibro prol 70 and ERa SRC1 inh 6.
O=C(COc1nc2ccccc2nc1N1CCOCC1)N1CCc2ccccc21 was read as ERa coact pot 130, sEH activator -8, HUVEC prolif 384 76, Calb biofilm kill 12, ERb SRC1 inh 27[fluorescence artefact?], Smad3 inh 32[fluorescence artefact?], H69AR growth 86K 36*, Lung fibro prol 40* and ERa SRC1 inh 32[fluorescence artefact?].
`Cc1ccc2c(c1)CC1(CN2C)C(=O)OC(C)(C)OC1=O` gave ERa coact pot 106, sEH activator 6, HUVEC prolif 384 93, Calb biofilm kill 8, ERb SRC1 inh -7, Smad3 inh 4, H69AR growth 86K 80, Lung fibro prol 95 and ERa SRC1 inh 0.
For CCOC(=O)CNC(=O)c1cn(CC)c(=O)c2cc(OC)c(OC)cc12 the results were ERa coact pot 106, HUVEC prolif 384 105, Calb biofilm kill 4, ERb SRC1 inh -4[fluorescence artefact?], Smad3 inh 2, H69AR growth 86K 82, Lung fibro prol 96 and ERa SRC1 inh 2[fluorescence artefact?].
Screening CC(C)C1OC2c3cccc4cccc(c34)C2N1c1ccccc1 (stereo not drawn) returned ERa coact pot 123, sEH activator -2, HUVEC prolif 384 97, Calb biofilm kill 10, ERb SRC1 inh 12[fluorescence artefact?], Smad3 inh -15, H69AR growth 86K 74, Lung fibro prol 97 and ERa SRC1 inh 9.
COCCn1c(SCC(=O)Nc2cc(C)on2)nnc1-c1ccco1 was read as ERa coact pot 98, sEH activator 0, HUVEC prolif 384 96, Calb biofilm kill 7, ERb SRC1 inh -1[fluorescence artefact?], Smad3 inh 1, H69AR growth 86K 79, Lung fibro prol 100 and ERa SRC1 inh 1.
Cc1cccc2cc(CN(Cc3ccco3)C(=O)c3cccs3)c(=O)[nH]c12 was read as ERa coact pot 105, sEH activator -3, HUVEC prolif 384 107, Calb biofilm kill 4, ERb SRC1 inh -3, Smad3 inh 2, H69AR growth 86K 99, Lung fibro prol 103 and ERa SRC1 inh -3.
CCOc1ccccc1NC(=O)c1ccc2nccnc2c1 was read as ERa coact pot 114, HUVEC prolif 384 83, Calb biofilm kill 3, ERb SRC1 inh 4, Smad3 inh 4, H69AR growth 86K 80, Lung fibro prol 105 and ERa SRC1 inh 3.
Screening COC(=O)Cn1cnc2ccccc2c1=O returned ERa coact pot 101, sEH activator 7, HUVEC prolif 384 94, Calb biofilm kill 2, ERb SRC1 inh 0, Smad3 inh 7, H69AR growth 86K 100, Lung fibro prol 107 and ERa SRC1 inh -6.
Cc1ccc(N2CC(C(=O)NCc3ccccn3)CC2=O)cc1 (stereo not drawn) was read as ERa coact pot 102, sEH activator -2, HUVEC prolif 384 97, Calb biofilm kill 7, ERb SRC1 inh -6, Smad3 inh 13[fluorescence artefact?], H69AR growth 86K 94, Lung fibro prol 97 and ERa SRC1 inh 2.
`COc1ccc(NC2CS(=O)(=O)CC2NCc2ccco2)cc1` (stereo not drawn) gave ERa coact pot 84[fluorescence artefact?], HUVEC prolif 384 104, Calb biofilm kill -4, ERb SRC1 inh 33[fluorescence artefact?], Smad3 inh 4, H69AR growth 86K 90, Lung fibro prol 97 and ERa SRC1 inh 40.
`COc1ccc(-c2nc(C(N)=O)c3[nH]c(=O)n(-c4ccccc4OC)c3n2)c(OC)c1` gave ERa coact pot 101, sEH activator 0, HUVEC prolif 384 86, Calb biofilm kill -1, ERb SRC1 inh 1[fluorescence artefact?], Smad3 inh -4, H69AR growth 86K 31*, Lung fibro prol 90 and ERa SRC1 inh 8.
Screening Cc1ccc2c(c1)N(CCC(=O)NC(C)C)C(=O)CO2 returned ERa coact pot 103, sEH activator 0, HUVEC prolif 384 101, Calb biofilm kill 2, ERb SRC1 inh -8, Smad3 inh 4, H69AR growth 86K 108, Lung fibro prol 111 and ERa SRC1 inh -10.
`Cc1ccc(COn2c(-c3ccc(Cl)cc3Cl)nc3ncccc32)cc1` gave ERa coact pot 60, sEH activator 3, HUVEC prolif 384 83, Calb biofilm kill 3, ERb SRC1 inh -4, Smad3 inh 12, H69AR growth 86K 39*, Lung fibro prol 92 and ERa SRC1 inh 6.
C=CCOC(=O)c1sc(NC(=O)c2ccco2)nc1C was read as ERa coact pot 116, sEH activator 7, HUVEC prolif 384 65, Calb biofilm kill 6, ERb SRC1 inh 10, Smad3 inh 5, H69AR growth 86K 96 and ERa SRC1 inh 7.
`OC(c1ccc2c(c1)OCO2)c1nccc2ccccc12` (stereo not drawn) gave ERa coact pot 87[fluorescence artefact?], sEH activator -2, HUVEC prolif 384 103, Calb biofilm kill -6, ERb SRC1 inh 28, Smad3 inh 8, H69AR growth 86K 94, Lung fibro prol 102 and ERa SRC1 inh 1.
`Cc1nc2c(C(=O)N3CCN(C)CC3)cnn2c(C)c1Cc1ccc(Cl)cc1` gave ERa coact pot 116, sEH activator -1, HUVEC prolif 384 92, Calb biofilm kill 2, ERb SRC1 inh -2[fluorescence artefact?], Smad3 inh -7, H69AR growth 86K 85, Lung fibro prol 98 and ERa SRC1 inh 3.
O=C(CCC1COc2ccccc2O1)N1CCCC1 (stereo not drawn) was read as ERa coact pot 104, sEH activator -8, HUVEC prolif 384 92, Calb biofilm kill 5, ERb SRC1 inh -9, Smad3 inh 5, H69AR growth 86K 89, Lung fibro prol 97 and ERa SRC1 inh -5.
O=C(CCC(=O)OCC(=O)c1ccccc1)NC1CCCCC1 was read as ERa coact pot 106, sEH activator -11, HUVEC prolif 384 90, Calb biofilm kill 10, ERb SRC1 inh -3, Smad3 inh -1, H69AR growth 86K 80, Lung fibro prol 104 and ERa SRC1 inh 2.
Cc1ccc(-c2nc(-c3ccccc3)no2)c(Cl)c1 was read as ERa coact pot 98, sEH activator -27, HUVEC prolif 384 102, Calb biofilm kill 6, ERb SRC1 inh 0[fluorescence artefact?], Smad3 inh -4, H69AR growth 86K 92, Lung fibro prol 83 and ERa SRC1 inh -5.
`N#CC1=C(N)Oc2c(oc(CO)cc2=O)C1c1cccs1` (stereo not drawn) gave ERa coact pot 84, sEH activator -8, HUVEC prolif 384 107, Calb biofilm kill 4, ERb SRC1 inh 17, Smad3 inh 8, H69AR growth 86K 100, Lung fibro prol 100 and ERa SRC1 inh 10.
Screening CCCn1c(=O)c2ccccc2n2c(SCc3nc4ccccc4s3)nnc12 returned ERa coact pot 125, sEH activator 0, HUVEC prolif 384 85, Calb biofilm kill 8, ERb SRC1 inh 4[fluorescence artefact?], Smad3 inh 2, H69AR growth 86K 31* and ERa SRC1 inh -3.
CCCOc1ccc(-c2nnn(CC(=O)Nc3cccc(C(=O)OC)c3)n2)cc1 was read as ERa coact pot 86, HUVEC prolif 384 105, Calb biofilm kill 3, ERb SRC1 inh 14[fluorescence artefact?], Smad3 inh -8, H69AR growth 86K 38*, Lung fibro prol 76 and ERa SRC1 inh 20.
For CCc1cc2c(=O)n(-c3ccc(Br)cc3)cnc2s1 the results were ERa coact pot 120, sEH activator -2, HUVEC prolif 384 100, Calb biofilm kill -1, ERb SRC1 inh 12, Smad3 inh 2, H69AR growth 86K 116, Lung fibro prol 102 and ERa SRC1 inh -3.
`CSc1ccc(S(=O)(=O)Nc2ccc(NC(C)=O)cc2)cc1` gave ERa coact pot 69, sEH activator -12, HUVEC prolif 384 87, Calb biofilm kill 6, ERb SRC1 inh 19, Smad3 inh -3, H69AR growth 86K 102, Lung fibro prol 91 and ERa SRC1 inh 21[fluorescence artefact?].
For CNC(=O)c1ccsc1NC(=O)CN1C(=O)CCC1=O the results were ERa coact pot 120, HUVEC prolif 384 99, Calb biofilm kill 5, ERb SRC1 inh -10, Smad3 inh -4, H69AR growth 86K 64, Lung fibro prol 102 and ERa SRC1 inh -9.
CCOC(=O)Cc1nn(C)c(=O)c2ccccc12 was read as ERa coact pot 97, sEH activator 2, HUVEC prolif 384 99, Calb biofilm kill -2, ERb SRC1 inh 63*, Smad3 inh -5, H69AR growth 86K 93, Lung fibro prol 105 and ERa SRC1 inh 2[fluorescence artefact?].
Screening Cc1cc(C(=O)CSc2nnc(-c3ccco3)o2)c(C)n1-c1ccc2c(c1)OCCO2 returned ERa coact pot 117[fluorescence artefact?], sEH activator 7, HUVEC prolif 384 96, Calb biofilm kill 0, ERb SRC1 inh 9[fluorescence artefact?], Smad3 inh -7, H69AR growth 86K 86, Lung fibro prol 92 and ERa SRC1 inh -6[fluorescence artefact?].
For CCCCNc1cc(=O)oc2ccccc12 the results were ERa coact pot 89, sEH activator 2, HUVEC prolif 384 89, Calb biofilm kill 0, ERb SRC1 inh -2, Smad3 inh -8, H69AR growth 86K 74, Lung fibro prol 97 and ERa SRC1 inh -5.
For CCOC(=O)c1ccccc1NC(=O)c1ccccc1NS(C)(=O)=O the results were ERa coact pot 95, sEH activator 0, HUVEC prolif 384 91, Calb biofilm kill 7, ERb SRC1 inh 16, Smad3 inh -8, H69AR growth 86K 84, Lung fibro prol 97 and ERa SRC1 inh -1.
CCN1C(=O)c2ccccc2S(=O)c2ccc(C(=O)N3CCN(C(=O)c4ccco4)CC3)cc21 (stereo not drawn) was read as ERa coact pot 110, HUVEC prolif 384 103, Calb biofilm kill 5, ERb SRC1 inh -11, Smad3 inh -6, H69AR growth 86K 94, Lung fibro prol 99 and ERa SRC1 inh 0.
